High-throughput results as filed in PubChem.
GAA850 FXN act: activators of GAA850 frataxin (FXN) promoter. HEK293 lucGAA850 FXN promoter luciferase reporter, 24 h; percent of 10 µM SAHA response. hit rate 0.56% among 360,000. activation, % at 6 µM. AID 540364;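 active = activation above the average of all compounds screened plus 3 SD, cutoff fixed separately per campaign, cut at about 7.5% in these data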;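 also: 0% = DMSO wells and 100% = 10 µM SAHA wells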
PLCb3 inh: PLC-beta3 (human) inhibition, primary screen | Q01970 | hit rate 0.18% among 370,000 | Purified PLC-beta3, fluorogenic substrate, fluorescence | inhibition, % at 12.2 µM; in the data active = inhibition above about 11%;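 also: 0% = median of compound wells on plate and 100% = full blocker control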
ADAM17 inh: inhibits human ADAM17 | hit rate 0.83% among 370,000 | recombinant ADAM17, EDANS/DABCYL FRET peptide cleavage | P78536 | AID 720648 | inhibition, % at 6.95 µM;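 active = inhibition above the mean of compounds lying between control limits plus 3 SD, set per campaign, cut at about 8.5% in these data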;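 also: 0% = DMSO-only wells as the low control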
Target sequence (P78536 215-824 limits assumed): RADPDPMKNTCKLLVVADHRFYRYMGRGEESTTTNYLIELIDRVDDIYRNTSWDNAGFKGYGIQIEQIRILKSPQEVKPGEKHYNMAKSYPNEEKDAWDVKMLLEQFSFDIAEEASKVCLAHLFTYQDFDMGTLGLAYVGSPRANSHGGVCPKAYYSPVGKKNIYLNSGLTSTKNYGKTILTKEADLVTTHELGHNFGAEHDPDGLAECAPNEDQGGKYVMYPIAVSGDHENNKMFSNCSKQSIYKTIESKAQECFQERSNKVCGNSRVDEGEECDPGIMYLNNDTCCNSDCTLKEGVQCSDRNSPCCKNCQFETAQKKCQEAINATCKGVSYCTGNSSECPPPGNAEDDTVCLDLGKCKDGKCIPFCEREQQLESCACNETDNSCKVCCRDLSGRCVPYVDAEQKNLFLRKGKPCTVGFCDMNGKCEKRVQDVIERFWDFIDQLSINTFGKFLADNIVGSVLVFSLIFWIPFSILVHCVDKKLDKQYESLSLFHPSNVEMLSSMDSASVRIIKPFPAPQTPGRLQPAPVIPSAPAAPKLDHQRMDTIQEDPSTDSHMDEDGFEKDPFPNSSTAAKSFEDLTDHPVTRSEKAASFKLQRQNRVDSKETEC
hcDAF12 agonist: activators of H. contortus DAF-12 nuclear receptor | HEK293 hcDAF-12 lit1-tk-luc reporter, luminescence; 0% DMSO, 100% Δ7-dafachronic acid | activation, % at 6.8 µM | hit rate 1.4% among 370,000 | AID 652067;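 active = activation above the mean of all tested compounds plus 3 SD, cut at about 5.5% in these data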;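 also: 100% = response to 3 µM Δ7-dafachronic acid high control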
PLCg1 inh: inhibitors of human phospholipase C gamma1; purified PLC-gamma1, fluorogenic substrate, fluorescence; inhibition, % at 12.2 µM; hit rate 0.84% among 370,000; in the data active = inhibition above about 9.5%
ADAM10 inh: inhibits human ADAM10 | hit rate 0.62% among 370,000 | inhibition, % at 7 µM | recombinant ADAM10, EDANS/DABCYL FRET peptide cleavage, 3 h | AID 720582;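 active = inhibition above a per-campaign cutoff equal to the mean of compounds falling between control-based bounds plus 3 SD, cut at about 20% in these data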;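 also: 0% = DMSO wells while the 100% control is not disclosed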
DAX1 inh-1: inhibitors of human orphan nuclear receptor DAX1 (NR0B1); P51843; HEK293 Gal4-DAX1 luciferase reporter, luminescence; inhibition, % at 6.75 µM; hit rate 0.99% among 340,000; AID 504766;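 active = inhibition above the mean over all tested compounds plus 3 SD, cut at about 4.2% in these data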;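 also: 0% = DAX1-transfected cells with DMSO and 100% = empty-vector control cells with DMSO; inhibition shows as a rise in luminescence from relieved DAX1 repression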
hgDAF12 agonist: agonists of H. glycines DAF-12 nuclear receptor; HEK293 GAL4-hgDAF12 UAS-luciferase reporter, agonist luminescence; normalized to butyrate control; activation, % at 6.8 µM; hit rate 1.8% among 370,000; AID 687014;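 active = activation above a cutoff set at the mean of all screened compounds plus 3 SD, cut at about 10% in these data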;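 also: 0% = DMSO wells and 100% = sodium butyrate wells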
ssDAF-12 act: S. stercoralis DAF-12 activation, primary screen | hit rate 1% among 370,000 | activation, % at 6.8 µM | HEK293 ssDAF-12/GRIP1 lit1-tk-luc reporter, luminescence; % of 3 µM dafachronic acid response;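 active = activation above the mean over all tested compounds plus 3 SD, cut at about 0.9% in these data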;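 also: 0% = DMSO-only wells and 100% = 3 µM delta7-dafachronic acid wells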
HGIII-sPLA2 inh: Inhibits HGIII-sPLA2 liposome hydrolysis, primary screen | Q9NZ20 | inhibition, % at 12.2 µM | hit rate 0.56% among 370,000 | QFRET BODIPY PC-A2 liposome hydrolysis, fluorescence;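 active = inhibition above mean plus 3 SD of compounds lying within the high and low control bounds, cut at about 19% in these data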;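 also: 0% = median of test compound wells and 100% = no enzyme DMSO wells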
Target sequence (Q9NZ20 whole entry, looked up): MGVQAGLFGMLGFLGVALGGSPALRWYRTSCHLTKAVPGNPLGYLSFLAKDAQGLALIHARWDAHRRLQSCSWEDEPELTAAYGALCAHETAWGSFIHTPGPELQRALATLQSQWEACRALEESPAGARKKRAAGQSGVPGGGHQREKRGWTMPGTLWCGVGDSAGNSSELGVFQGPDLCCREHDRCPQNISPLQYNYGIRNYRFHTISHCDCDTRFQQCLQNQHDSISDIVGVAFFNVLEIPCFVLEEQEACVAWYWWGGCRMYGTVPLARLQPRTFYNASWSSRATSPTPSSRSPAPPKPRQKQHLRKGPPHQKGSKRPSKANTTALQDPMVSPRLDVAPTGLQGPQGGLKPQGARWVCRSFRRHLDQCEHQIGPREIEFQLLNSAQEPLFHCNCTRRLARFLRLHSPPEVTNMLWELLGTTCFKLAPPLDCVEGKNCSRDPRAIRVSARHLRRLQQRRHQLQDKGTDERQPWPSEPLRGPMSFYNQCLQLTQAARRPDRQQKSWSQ
DAX1 inh-2: blocks DAX1 repression of SF-1 activated StAR promoter; HEK293T StAR-luciferase reporter, SF-1/DAX-1 repression relief; inhibition, % at 6.8 µM; hit rate 1.1% among 370,000; AID 652010;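 active = inhibition above the mean over all tested compounds plus 3 SD, cut at about 3.6% in these data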;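 also: 0% = DAX-1 cells with DMSO and 100% = cells lacking DAX-1 with DMSO; higher inhibition means more luminescence from relief of DAX-1 repression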
Starred values were filed as active, the others as inactive; i = inactive; nt = no result given.

SMILES	GAA850 FXN act	PLCb3 inh	ADAM17 inh	hcDAF12 agonist	PLCg1 inh	ADAM10 inh	DAX1 inh-1	hgDAF12 agonist	ssDAF-12 act	HGIII-sPLA2 inh	DAX1 inh-2
CC(=O)OCCNc1cc(Sc2nc3ccccc3[nH]2)c2nonc2c1[N+](=O)[O-]	0.8	0	-5	1.6	-2	6	0.0	1.4	-0.9	6	-0.6
CCOc1ccc2c(c1)ncn2Cc1ccccc1	0.8	2	2	0.0	1	1	4.7*	0.5	-1.4	-2	0.6
CCC(=O)Nc1sc(C(=O)Nc2ccccc2)c(C)c1C(=O)OC	3.8	0	0	0.1	1	9	3.2	13*	0.8	0	2.2
COC(=O)C(C)n1cnc2c(nnn2-c2cccc(OC)c2)c1=O (stereo not given)	3.8	-8	-4	-1.4	-3	-10	0.9	1.8	-1.1	9	0.1
Nc1cc(=O)[nH]c(SCc2ccc(Cl)cc2Cl)n1	-0.7	-5	-2	-4.2	2	0	-1.6	-8.1	-2.2	17	-1.4
CCOc1ccc(CN(C)C(=O)CNC(=O)C2CCCCC2)cc1	0.6	-2	0	0.2	0	-4	-0.9	-0.6	-1.2	3	-0.4
O=C(O)Cn1cc(/C=C2\SC(=O)N(c3ccccc3)C2=O)c2ccccc21	0.1	0	-2	2.3	0	-4	2.9	2.1	-0.3	2	0.1
Cc1ccccc1C(=O)NC(=S)Nc1ccc(S(=O)(=O)N2CCN(C)CC2)cc1	-1.6	-1	-2	0.0	4	-5	-0.8	1.2	-1.5	-1	-0.1
Cn1c(=O)c2c(nc(N3CCOCC3)n2CCSc2ncccn2)n(C)c1=O	-2.3	3	2	0.1	0	-10	0.7	-2.4	-2.0	1	1.1
Cc1c(NC(=O)CSc2nccn2C)c(=O)n(-c2ccccc2)n1C	-0.8	0	-5	0.0	-2	-4	-0.7	0.1	-0.8	5	-0.1
COc1cccc(/C=N\NC(=O)C2C(=O)NCC2c2ccccc2)c1O (stereo not given)	-3.7	-75	-5	0.0	-63	-17	0.4	-2.0	-1.0	-1	-1.4
CC(=O)c1ccc(Nc2nc(C(N)c3ccccc3Cl)cs2)cc1 (stereo not given)	-0.8	-164	-8	1.5	-126	-27	nt	-1.7	-1.3	-4	-0.4
COCCCn1c(SCC(N)=O)nnc1-c1ccccc1	-0.1	4	0	-0.1	2	-1	0.3	0.1	-1.2	4	0.0
Cc1cc(C)n2nc(C(=O)Nc3ccc(S(=O)(=O)N4CCCC4)cc3)nc2n1	1.2	-3	-6	-0.7	0	-3	-2.1	-4.4	-1.8	0	-0.5
O=C1c2oc3ccccc3c(=O)c2C(c2cccc(O)c2)N1c1ccccn1 (stereo not given)	1.0	5	-2	0.1	0	-6	1.1	-1.0	-1.3	-10	0.7
Cc1c(C(=O)NCC2CCCO2)oc2ccccc12 (stereo not given)	2.2	-9	-2	1.1	-1	-13	0.5	7.0	-0.4	9	1.7
O=S(=O)(Cc1ccccc1)N1CCN(Cc2ccc(Br)cc2)CC1	-1.8	-2	2	-1.2	1	1	-0.5	-0.1	-1.2	-2	-2.9
COc1ccc(S(=O)(=O)N2CCCCCC2)cc1C(=O)N(C)CCOc1ccccc1	-2.6	-1	-1	-2.7	1	2	-0.5	-0.2	-1.0	-4	-1.4
Cc1ccc(C(=O)N/C(=C\c2cn(S(=O)(=O)N(C)C)c3ccccc23)C(=O)N2CCCC2)cc1	0.5	-10	4	-1.4	-2	6	0.0	-2.3	-1.4	-11	-0.7
O=[N+]([O-])c1cccc(/C=N/NC2=NS(=O)(=O)c3ccccc32)c1	2.1	0	0	-1.5	0	-6	-0.2	-1.9	-0.7	-1	-0.7
CCCC(=O)N=C1SC2CS(=O)(=O)CC2N1c1ccc(-c2nc3ccc(C)cc3s2)cc1 (stereo not given)	6.7	-62	-178	6.0*	-63	i	1.2	18*	-0.3	-2	2.3
COc1ccc(C(=O)NCC(C)C)c(OC)c1	1.0	0	-3	-0.2	-2	-6	-1.1	0.1	-0.6	-2	0.0
C[C@@H](N)C(=O)Nc1ccc(Cl)cc1C(=O)c1ccc[nH]1	nt	1	-2	-2.7	0	0	nt	-2.0	-1.6	0	nt
COc1ccccc1/C=C1\SC(=S)N(CCC(=O)NC2=NCCS2)C1=O	-0.8	-1	-3	-2.5	-2	0	1.4	-1.2	-1.3	-4	0.5
CC(=O)N1c2ccccc2[C@@H](C)[C@@H]1C	-0.1	4	0	0.7	1	5	0.3	-0.8	-0.8	3	1.2
COc1ccc(C2(C)NC(=O)N(CC(=O)NCc3ccccc3F)C2=O)cc1 (stereo not given)	1.2	-1	2	-0.4	1	9	1.0	2.5	0.1	5	-0.1
CCN(CC)c1ccc(NC(=O)c2ccc3c(c2)OCO3)cc1	0.5	5	1	1.1	-2	10	0.5	10	-0.5	20*	1.1
COc1cc(CC(=O)Nc2ccc(S(=O)(=O)NC3=NCCCCC3)cc2)cc(OC)c1OC	0.3	-33	-4	0.4	-1	3	0.7	0.0	-1.1	-7	0.3
CCc1nc2c(OCC(=O)c3ccc(F)cc3)cccn2c1N(C)C(=O)c1ccc(OC)cc1	-0.3	-5	-3	-1.4	-1	-9	nt	0.2	-0.9	-4	0.5
CCc1cccc(CC)c1NC(=S)NCc1ccc2c(c1)OCO2	-1.0	1	0	1.9	-1	1	0.6	-1.1	0.0	7	-0.3
C=CCOC(=O)N[C@@H](c1coc2ccccc2c1=O)[C@@H](C)/C=C/CC(=O)OC	nt	-5	-2	-1.2	-4	-7	nt	0.9	-1.3	2	-0.1
Cc1ccc(CC(CC(=O)O)C(=O)NCC23CC4CC(CC(C4)C2)C3)cc1 (stereo not given)	2.5	1	-1	0.8	0	-4	-0.2	-3.6	-1.2	-1	-0.3
COCCn1c(SCC(=O)Nc2cc(C)cc(C)c2)nc2ccccc2c1=O	2.9	-3	-2	-0.4	2	9	-0.6	-1.9	-1.6	0	-0.3
COc1ccc(Oc2cc(C(F)(F)F)nc(N(C)C)n2)cc1	0.3	3	-3	-0.6	0	-7	0.1	-2.7	-1.5	0	0.4
O=C(Nc1cccc(Cl)c1N1CCOCC1)c1ccco1	3.6	-11	-1	-1.6	3	2	0.7	1.0	-0.8	16	0.2
COc1ccccc1CN1CCNC(=O)C1CC(=O)NCCOc1cccnc1 (stereo not given)	0.2	-4	2	-0.5	5	-3	-0.5	1.6	-1.1	-1	0.3
CCCCNC(=O)C(C)N(CCN(C)C)C(=O)CCCCCN1C(=O)NC(c2ccc(Cl)cc2)C(C(=O)OCc2ccccc2)=C1C (stereo not given)	-5.2	-2	-3	-3.2	2	8	-1.1	0.6	-1.3	-10	1.0
C#Cc1ccc(NC(=O)C2(C)CCN2C(=O)c2ccccc2CCc2ccccc2)cc1 (stereo not given)	0.8	-4	1	-1.2	-2	2	nt	-0.8	-0.8	-2	0.1
O=C(NCc1ccccc1)C(c1ccncc1)n1c(=O)c(-c2cc3ccccc3[nH]2)nc2ccccc21 (stereo not given)	nt	i	-74	5.7*	i	-173	nt	8.7	2.7*	-22	3.1
c1ccc(-c2nc(N3CCCCC3)nc3ccccc23)cc1	-1.0	i	-143	-1.7	-369	-457	-0.1	-1.5	-1.1	2	-0.3
COc1ccccc1-n1cnnc1SCC(=O)NC1CCS(=O)(=O)C1 (stereo not given)	-1.1	2	2	0.6	-2	6	-1.8	0.4	-1.0	2	-0.8
COCc1cc(=O)[nH]c(-c2ccccc2)n1	1.1	2	1	-0.8	4	2	-0.1	0.4	-2.3	1	0.2
N#Cc1c(NC(=O)c2cccnc2)sc2c1CCC2	-1.2	-8	0	0.3	-5	11	-0.9	5.5	-0.8	10	-0.5
CCCCCc1cc(=O)[nH]c(=S)[nH]1	0.2	-2	-1	0.8	3	0	-0.5	-0.2	-0.5	0	-0.3
Cc1cccc(NC(=O)CN2C(=O)N/C(=C\c3ccccc3OCc3ccc(C(=O)O)cc3)C2=O)c1	-0.1	-20	-4	-1.3	-10	-11	-0.3	-0.7	-1.2	-50	0.0

An excerpt of these results, with values under each structure.
Every second line gives: GAA850 FXN act | PLCb3 inh | ADAM17 inh | hcDAF12 agonist | PLCg1 inh | ADAM10 inh | DAX1 inh-1 | hgDAF12 agonist | ssDAF-12 act | HGIII-sPLA2 inh | DAX1 inh-2
- CCOc1ccc(CN(C)C(=O)CNC(=O)C2CCCCC2)cc1
  0.6 | -2 | 0 | 0.2 | 0 | -4 | -0.9 | -0.6 | -1.2 | 3 | -0.4
- O=C(O)Cn1cc(/C=C2\SC(=O)N(c3ccccc3)C2=O)c2ccccc21
  0.1 | 0 | -2 | 2.3 | 0 | -4 | 2.9 | 2.1 | -0.3 | 2 | 0.1

Following part.
SMILES	GAA850 FXN act	PLCb3 inh	ADAM17 inh	hcDAF12 agonist	PLCg1 inh	ADAM10 inh	DAX1 inh-1	hgDAF12 agonist	ssDAF-12 act	HGIII-sPLA2 inh	DAX1 inh-2
O=C(Oc1ccccc1)c1cccc(COC(=O)c2cnccn2)c1	-0.1	-3	-5	-1.2	-3	-2	0.8	1.6	-1.4	0	-0.8
COCCn1c(SCC(=O)Nc2ccccc2OC)nc2c(oc3ccccc32)c1=O	4.3	-1	-6	-0.2	2	1	-0.7	-4.3	-0.7	6	-0.6
Cc1ccc2nc(-c3cccc(Br)c3)cc(C(=O)NC3CC3)c2c1	1.4	-7	-3	-0.1	-1	-9	1.6	1.1	-0.8	1	2.6
NC(=O)Nc1ccc(Cl)cc1	0.8	-6	-1	-1.0	1	2	0.1	0.6	-1.3	0	0.1
C[C@]12c3[nH]c4ccc(Cl)cc4c3CCN1C(=O)[C@@H](CC(=O)NCCN1CCOCC1)C[C@@H]2C(=O)N1CCCCC1	-1.3	1	0	-1.9	1	-20	-0.4	-1.2	-1.4	13	0.8
COc1cc(N2CCCC2)c(OC)cc1/C=C1/NC(=S)NC1=O	1.3	-126	1	-1.0	-120	1	0.0	-2.0	-1.9	-19	-0.7
CCOC(=O)C1CCN(c2cc3c(cc2NC(=O)c2ccc(OC)c(OC)c2)n(C)c(=O)n3C)CC1	-1.2	-122	-8	-3.0	-79	-25	-0.6	-1.3	-1.1	3	-1.0
Cc1cccc2cc(CN(Cc3ccccc3)C(=O)N(C)C)c(=O)[nH]c12	0.7	-3	-5	-1.4	1	-8	1.4	-1.2	-0.1	11	0.6
O=C(CSc1nnc2ccccn12)N1CCc2ccccc21	4.3	-3	-1	7.3*	0	-1	1.7	13*	-0.1	5	2.8
CCOc1ncccc1C(=O)OCc1cn2cc(Cl)ccc2n1	-0.3	1	-4	-0.6	-2	-15	-1.0	0.5	-0.2	2	-0.7
O=c1c2c(ncn2C2CCCC2)n(Cc2ccccc2)c(=O)n1CCOc1ccccc1	3.4	4	6	-2.6	4	9	-0.1	-3.0	-1.2	-3	-0.1
O=C(c1ccc(Cl)cc1)c1coc2ccc(O)cc12	1.0	1	-1	3.1	2	6	3.2	17*	-0.1	-18	3.5
CCOc1cc(-c2c(C#N)c(N)nc3c2CCCC3C)ccc1O (stereo not given)	2.7	-34	-2	-1.3	-30	-11	1.8	-3.0	-1.3	-42	-1.3
